Bioassay records as filed in PubChem.
APJ agonist = APJ receptor agonism | 330,000 tested, 0.11% active | CHO-K1 APJ PathHunter beta-arrestin, luminescence; 0% DMSO wells, 100% apelin | P35414 | activation, % at 20 µM;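 active = activation more than six SD over the plate average, tested at 20 µM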;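 note: 0% = DMSO alone and 100% = apelin-13 at 10 nM; some results filed as inactive read as strong as hits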
Target sequence (P35414 whole entry, looked up): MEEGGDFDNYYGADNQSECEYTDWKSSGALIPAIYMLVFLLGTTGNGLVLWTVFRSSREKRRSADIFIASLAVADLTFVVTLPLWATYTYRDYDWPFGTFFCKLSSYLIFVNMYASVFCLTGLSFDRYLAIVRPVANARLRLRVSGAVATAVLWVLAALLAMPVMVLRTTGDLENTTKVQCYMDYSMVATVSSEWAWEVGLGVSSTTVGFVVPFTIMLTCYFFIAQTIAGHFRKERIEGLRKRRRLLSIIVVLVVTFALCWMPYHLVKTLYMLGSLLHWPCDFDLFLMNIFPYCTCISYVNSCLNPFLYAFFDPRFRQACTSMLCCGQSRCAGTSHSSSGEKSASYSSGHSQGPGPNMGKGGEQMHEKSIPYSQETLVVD
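Material: CHO-K1 APJ beta-arrestin complementation cell line; Input: cell density 1000 per well; Incubation: compound stimulation 90 min at 25 °C, detection 60 min; Signal: luminescence from split beta-galactosidase complementation, Galacton Star/Emerald II substrate; Controls: DMSO-only wells as negative, 10 nM Apelin-13 as positive control.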
MPTP inh = inhibitors of mitochondrial permeability transition pore; isolated mouse mitochondria, Ca2+ swelling absorbance, 30 min; 360,000 tested, 1.4% active; inhibition, % at 10 µM; AID 602449;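 active = inhibition of 50% or more, scaled per plate between neutral and stimulator controls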;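 note: 0% = DMSO wells given calcium and 100% = 1 mM EGTA wells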
NR3A LBD binder = NR3A (human) ligand-binding domain modulation; NR3A LBD differential scanning fluorimetry, Tm shift; 0% = protein alone, 100% = glycine-bound protein; Tm shift relative to glycine control, % at 25 µM; 340,000 tested, 2.5% active; AID 1259313;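 active = melting temperature shift of at least 10% of the positive control shift, at one fixed dose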
NLRP3 yeast inh = NALP3 inhibition in yeast; 330,000 tested, 0.39% active; inhibition, % at 10 µM; Yeast reconstituted NLRP3/ASC/caspase-1, beta-gal luminescence, 24 h;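 active = inhibition of 50% or more; inactive = inhibition below 50%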;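 note: plate controls were induced DMSO wells for no effect and uninduced yeast grown without galactose for full effect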
APJ antagonist = blocks the human apelin receptor APJ; CHO-K1 APJ beta-arrestin complementation, luminescence; inhibition, % at 20 µM; 330,000 tested, 0.32% active; AID 2521;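 active = inhibition above about 40% at 20 µM, limit read from the data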;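 note: cells challenged with 10 nM apelin-13 agonist together with compound; plate controls were apelin-13 plus DMSO wells for no effect and DMSO wells lacking apelin-13 for full effect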
tim10-1 inh = tim10-1 yeast growth inhibition; inhibition, % at 20 µM; S. cerevisiae tim10-1 ts strain growth, BacTiter-Glo, 24 h; AID 463190; 330,000 tested, 2.2% active;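 active = inhibition of at least 40%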;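 note: mutant grown at 25 °C; 0% = DMSO wells with yeast and 100% = wells holding no yeast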
tim23-1 inh = tim23-1 yeast growth inhibition | inhibition, % at 20 µM | S. cerevisiae tim23-1 growth, BacTiter-Glo luminescence, 24 h | 330,000 tested, 1.3% active;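 active = growth inhibition of the mutant yeast at or above 50%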;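 note: temperature-sensitive mutant grown at 25 °C; plate controls were DMSO-treated mutant yeast for no effect and medium wells lacking yeast for full effect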
TIM10 inh = growth inhibitors of TIM10 yeast strain | S. cerevisiae TIM10 strain growth, BacTiter-Glo luminescence, 24 h | inhibition, % at 10 µM | 330,000 tested, 1.4% active;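 active = inhibition of 40% or more at the single tested concentration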;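 note: wild-type TIM10 isogenic control strain grown at permissive 25 °C; 0% = DMSO yeast wells and 100% = minimal medium wells without yeast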
beta cell repl = induces beta-cell replication in MIN6 cells; MIN6 cells proliferation, ATPlite luminescence, 48 h; cells starved in 0.2% serum; 100% = growth in 10% serum; proliferation, % at 10 µM; 330,000 tested, 0.29% active; AID 2380;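 active = compounds whose signal lies at least 3.5 SD above the mean of all wells on their plate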;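 note: 0% = DMSO-treated cells in low-serum medium and 100% = 10% serum control; some compounds called inactive have numbers as strong as hits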
The depositor's hits bear a star; · = not tested or not shown.

smiles	APJ agonist	MPTP inh	NR3A LBD binder	NLRP3 yeast inh	APJ antagonist	tim10-1 inh	tim23-1 inh	TIM10 inh	beta cell repl
CN=C1S/C(=C\c2cccn2-c2cccc(Br)c2)C(=O)N1C	-4	·	2	7	12	37	-2	-18	-2
COc1cccc(NC(=O)C2CC(=O)N(C)C(=Nc3cccc(F)c3)S2)c1 (stereo not given)	-1	1.7	-6	18	-15	14	3	-1	-3
Cc1cccc(N=Nc2c(C)[nH]n(-c3ccccc3)c2=O)c1	-2	2.3	-1	0	22	20	20	2	-3
CC1(C(=O)NNC(=S)NCC2CCCO2)CC1(Cl)Cl (stereo not given)	-1	-1.4	1	6	1	-12	-5	4	-4
O=C(NC(=S)Nc1ccc2nc[nH]c2c1)c1ccccc1	7	-1.0	0	12	-15	-12	-13	2	-2
Cc1noc(C)c1CSCC(=O)Nc1ccc(S(=O)(=O)C(F)F)cc1	-5	-2.2	-1	14	-53	26	6	16	-3
COc1cccc(C(=O)NCC(c2ccc3c(c2)OCO3)N2CCN(c3ccc(F)cc3)CC2)c1 (stereo not given)	-7	-0.7	-1	2	6	20	20	7	-5
CCN(CC)c1ccc(/C=N/n2c(-c3ccccc3Br)n[nH]c2=S)cc1	-4	14	-9	34	16	10	7	18	0
O=C(c1cccc(S(=O)(=O)N2CCCCC2)c1)N1CCCCC1	-1	0.3	-3	8	14	12	17	4	-4
O=C(c1ccco1)N1CCN(c2cc(=O)n(C3CCCCC3)c(=O)[nH]2)CC1	-3	-1.0	0	-9	8	21	11	-4	-3
CN1CCN(C(=O)c2ccc(-c3nn(C)c(=O)c4ccccc34)cc2)CC1	-2	-1.3	-1	13	-4	4	-11	-4	0
CSC(=S)N/N=C/c1c[nH]c2ccccc12	-7	0.5	30*	8	25	54*	63*	44*	-2
N#Cc1ccccc1CSc1ccc(-c2nc3ccccc3[nH]2)cn1	3	24	-1	12	3	-6	14	7	-3
COc1cc(SC)ccc1C(=O)Nc1nc2ccccc2[nH]1	-2	-0.3	-2	16	11	90*	93*	88*	-4
CC1(C)Cc2c(C#N)c(N3CCN(C(=O)c4ccccc4Cl)CC3)nc(-c3ccco3)c2CS1	-1	-0.7	-4	4	8	6	-3	10	-3
COc1ccc(C(C)NC(=O)C2CCCC2)cc1 (stereo not given)	-1	0.1	-1	18	5	3	10	14	-2
C#CCOCCOCCOCCNc1nc(N2CCN(C(=O)[C@H](C)n3cc(CCCN=C(N)N)nn3)CC2)nc(N2CCN(C(=O)[C@H](C)n3cc(CCCN=C(N)N)nn3)CC2)n1	10	-0.3	-3	15	4	-10	-1	-9	1
COC(=O)c1cn(NC(=O)/C=C/c2ccc(OC)c(OC)c2)c(=O)c2ccccc12	-1	1.0	0	2	4	9	3	10	-2
CCNC(=O)c1sc2cc(C)ccc2c1Cl	-3	0.1	-1	39	-22	9	20	-6	-3
Cc1onc(-c2ccccc2Cl)c1C(=O)NCCn1ccc2ccccc21	0	0.6	-2	10	17	6	27	-7	-2
C=CCOc1cccc(C2C(C(=O)c3ccco3)=C(O)C(=O)N2CCN2CCOCC2)c1 (stereo not given)	-1	-1.5	0	0	-3	8	-2	-27	0
Cc1cccc(NC(=O)COc2ccc3oc4c(c3c2)CCCC4)n1	-3	0.6	-1	5	-16	1	16	-26	-1
CCc1ccc(C(=O)CSc2n[nH]c(C)n2)cc1	-4	2.6	3	6	-12	30	9	13	4
O=C(/C=C/Nc1ccc(F)c(F)c1)c1cccs1	1	3.8	10	17	-9	-20	21	6	-1
O=C(NCc1cc(C(F)(F)F)cc(C(F)(F)F)c1)C1CC(c2cccc(F)c2)=NO1 (stereo not given)	-5	2.0	-6	28	26	-7	14	-14	-7
CCOC(=O)c1c(NC(=O)CSc2nnc(-c3ccccc3C)n2C)sc(C(C)=O)c1C	2	84*	-1	-2	3	28	30	3	-5
Cc1ccc(/C=C2\SC(=S)N(CCCC(=O)NNC(=O)c3ccccc3O)C2=O)cc1	-4	21	-3	10	1	11	-9	-11	-2
CCOC(=O)CSc1n[nH]c(NC(=O)c2cccc(C)c2)n1	0	1.1	-1	23	-10	26	19	12	0
CN1CCN(C(=O)C(N)Cc2ccccc2)CC1 (stereo not given)	-1	-1.1	-1	7	2	-10	15	11	-2
Cc1csc2ncnc(N3CCN(C(=S)Nc4ccc(F)cc4F)CC3)c12	2	82*	3	31	-4	26	37	16	-4
O=C(c1ccccc1)c1ccc(C(=O)N2CCCC(C(F)(F)F)C2)cc1 (stereo not given)	0	-1.3	-1	26	6	-3	20	-18	-1
CCCc1nc2ccccc2c(=O)n1/N=C/c1ccccc1O	-6	0.2	1	19	-2	18	37	21	-1
NC(=O)C(=O)N/N=C/c1c2ccccc2cc2ccccc12	11	0.2	0	1	6	14	19	2	1
CCNC(=O)N1CCN(S(=O)(=O)c2ccc3c(c2)OCCCO3)CC1	1	-1.2	3	4	-6	1	6	-3	-3
COc1ccc2c(c1)/C(=N/N1C(=O)c3ccccc3C1=O)C(=O)N2	-6	·	·	7	23	-10	2	1	-2
Cc1ccc(C(=O)NC(=S)Nc2cccnc2Cl)cc1	-6	-2.3	-1	42	9	17	16	-1	-2
CCOc1cccc(-c2c(C(=O)N/N=C/c3cccs3)nnn2-c2nonc2N)c1	-5	-0.4	4	4	9	13	10	2	1
COC(=O)c1ccc(NS(=O)(=O)c2c(C)[nH]c(C)c2C(=O)N2CCCC2)cc1	0	-1.6	-5	0	0	-5	-5	1	0
Cn1c(N2CCCCC2)nc2c1c(=O)[nH]c(=O)n2C	-3	-1.1	1	9	9	26	-2	-6	3
COc1ccc(CN2CCN(C(=O)CC(C)C)CC2)cc1	3	1.4	-1	10	-22	-5	13	16	2
Cc1ccc2nc(SCC(=O)NCc3cccs3)c(C#N)cc2c1	2	-0.5	-20	-4	2	12	10	8	-3
Cc1c(C(=O)NC2CCCCC2)oc2ccc(F)cc12	0	-0.9	-3	10	2	6	25	-5	-3
Cc1ccc(C(=O)N2N=C(c3cccc(NS(C)(=O)=O)c3)CC2c2cccs2)cc1 (stereo not given)	0	-0.3	1	12	4	22	26	18	-2
O=C(c1ccc(N2CCCCCC2)c([N+](=O)[O-])c1)N1CCc2ccccc21	7	·	·	36	-27	7	31	13	0
COc1ccc(NC(=O)CNC(=O)c2ccco2)cc1S(=O)(=O)Nc1cc(C)ccc1Br	-2	-1.7	-6	4	4	-9	-1	-4	0
COc1ccc(C(=O)Nc2n[nH]c(-c3ccncc3)n2)cc1	-2	-2.3	1	-2	2	5	-5	-2	-2
CCCCCCC(=O)NN1CCN(C)CC1	4	6.8	1	6	3	3	26	1	-1
CCOc1ccc(C2N(c3ccc(F)cc3)C(=O)C3CCCN32)cc1OC (stereo not given)	-3	0.1	3	6	-12	-20	-10	3	1
COc1ccc(C(C)(C)C)cc1NC(=O)COC(=O)c1ncc(Cl)c(Cl)c1Cl	4	0.0	-3	10	4	12	19	16	-3
CCC(C)(C)n1nnnc1C(c1ccncc1)N1CCN(c2cccc(OC)c2)CC1 (stereo not given)	-5	-1.3	-1	2	11	5	15	16	-3
COc1ccccc1N(CC(=O)NCC1CCCO1)C(=O)CNS(=O)(=O)c1ccc(C)cc1 (stereo not given)	-2	-1.6	2	16	-9	7	12	4	-1
CC(CCc1ccccc1)NC(=O)c1ccc(NC(=O)c2ccc(Cl)cc2Cl)cc1 (stereo not given)	4	-1.4	5	13	-14	-6	-15	-5	-1
CC(C)(C)c1csc(NC(=O)c2ccc3nccnc3c2)n1	1	-0.5	-2	30	-1	16	29	-2	0
Cc1ccc(OCCNC(=O)c2cccc(S(=O)(=O)NCc3ccccc3)c2)cc1	-1	0.4	-9	2	18	9	7	59*	-1
CCC(C)(C)n1nnnc1C(c1ccc(OC)c(OC)c1)N1CCN(C(=O)c2ccco2)CC1 (stereo not given)	-5	-1.2	-2	13	14	6	14	5	-2
CCN1C(=O)[C@H]2[C@@H](c3ccc(-c4cccc(Cl)c4)cc3)N3CCCC[C@@]3(C(=O)OC)[C@H]2C1=O	-2	-1.3	-9	18	-39	20	20	18	-8
CCOC(=O)c1cc(C#N)c(N2CCN(c3ccccn3)CC2)nc1-c1ccccc1	-2	0.7	0	11	-9	18	16	9	-3
O=C(c1ccccc1)N(Cc1ccc2c(c1)OCO2)Cc1nc2ccccc2c(=O)[nH]1	2	-0.8	-1	5	0	14	1	-1	-1
COc1ccccc1Oc1nc2c(c(=O)n(Cc3ccccc3F)c(=O)n2C)n1C	-9	0.0	0	-8	19	30	32	30	2
COc1cccc(/C(C)=N/NC(=O)c2ccc(N(C)C)cc2)c1	-4	0.1	2	10	-12	-3	31	31	1

(listing goes on)
smiles	APJ agonist	MPTP inh	NR3A LBD binder	NLRP3 yeast inh	APJ antagonist	tim10-1 inh	tim23-1 inh	TIM10 inh	beta cell repl
O=[N+]([O-])c1ccccc1-c1nc(-c2ccc(Br)o2)no1	-1	0.4	7	12	-15	7	18	16	-1
CN1c2ccccc2N(C)C1c1ccc2c(c1)OCO2	-2	-0.5	-1	-3	11	0	14	-5	0
COc1ccccc1CNC(=O)COC(=O)Cc1c(F)cccc1Cl	-4	-1.0	1	14	-3	18	12	3	4
C=CCn1c(SCC(=O)NCC2CCCO2)nc2scc(-c3ccco3)c2c1=O (stereo not given)	-9	-0.4	0	-3	26	19	2	6	-1
Cc1nc(NC(=O)CSc2nnc(-c3ccc4c(c3)OCO4)o2)c(Cl)cc1Cl	-3	0.2	1	19	-10	13	14	2	-4
Oc1ccccc1C(=S)N1CCCCC1	-1	0.6	0	-13	-7	2	5	-9	1
O=C(CCCC(=O)OCC(F)(F)C(F)F)Nc1ccccc1F	-3	-3.0	2	1	-8	2	19	7	-3
COC(=O)CSc1nc(Cc2ccccc2)nc2ccccc12	-2	0.1	-1	21	12	-10	22	15	4
Cn1c(=O)[nH]c2ncn(C)c2c1=O	8	0.5	-3	20	10	0	0	-2	-2
Cc1ccc(Nc2nc(COC(=O)C3CC3)cs2)cc1	-2	0.9	-13	-10	6	38	34	33	-4
CCCCc1ccc(NC(=O)Nc2c(C)n(C)n(-c3ccccc3)c2=O)cc1	-3	-1.5	1	13	15	3	4	4	2
COc1cc([N+](=O)[O-])c(C(=O)N2CCOCC2)c([N+](=O)[O-])c1	3	5.8	-2	13	-71	13	7	7	0
O=c1c2ccccc2nc(-c2ccccc2)n1CCCN1CCOCC1	-2	-0.8	1	19	-13	14	11	-10	-1
COC(=O)c1ccc(NC(=O)CS(=O)(=O)Cc2ccccc2)cc1	-9	1.8	1	4	-6	3	-3	0	1
CCC(=O)N1CCN(c2ccc(NC(=O)c3ccc4c(c3)OCCO4)cc2)CC1	-3	-1.0	0	5	-2	6	-12	-7	-1

Structures shown so far containing a CF3 group (2):
smiles	APJ agonist	MPTP inh	NR3A LBD binder	NLRP3 yeast inh	APJ antagonist	tim10-1 inh	tim23-1 inh	TIM10 inh	beta cell repl
O=C(NCc1cc(C(F)(F)F)cc(C(F)(F)F)c1)C1CC(c2cccc(F)c2)=NO1 (stereo not given)	-5	2.0	-6	28	26	-7	14	-14	-7
O=C(c1ccccc1)c1ccc(C(=O)N2CCCC(C(F)(F)F)C2)cc1 (stereo not given)	0	-1.3	-1	26	6	-3	20	-18	-1
